# Efflux pump inh = antifungal efflux pump inhibition, Nile Red retention; inhibition, % at 10 µM; AID 485275; S. cerevisiae Candida pump triplex; actives 0.44% (n = 330,000);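 active means plate passing quality check with inhibition over a set limit, or well fluorescence over plate mean plus 4 SD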;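 further: Nile Red retained in pooled yeast measured as flow cytometry median fluorescence; 0% = buffer negative control and 100% = Enniatin B positive control; higher means more Nile Red kept so more efflux inhibition; some compounds called inactive have numbers as strong as hits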
# ZTA DNA inh = ZTA (EBV) inhibition in EBNA-1 counter-screen; AID 2234; ZTA-DNA binding, fluorescence polarization; actives 0.15% (n = 320,000); inhibition, % at 11 µM; in the data active means inhibition above about 33%
# MEX-5 binding = C. elegans MEX-5 TCR-2 RNA binding activity; activity score (negative = inhibition of binding), % at 10 µM; actives 0.38% (n = 300,000); AID 1832; Q9XUB2; MEX-5/FITC-TCR2 RNA binding, fluorescence polarization; hits give low values;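 active means inhibition past about -25% in most replicates, and total fluorescence under double the plate's negative control median, limit read from the data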;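 further: 0% = DMSO and -100% = 5 µM competing unlabeled TCR2 RNA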
# GLD-1 TGE inh = GLD-1-TGE RNA interaction inhibition (C. elegans). Q17339. purified GLD-1 + fluorescein TGE RNA, fluorescence polarization. inhibition, % at 5.96 µM. actives 0.44% (n = 320,000). AID 2280;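 active means percent inhibition above a per-plate cutoff, the plate mean of test compounds plus 3 SD, cut at about 30% in these data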;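 further: 0% = DMSO wells with GLD-1 and probe and 100% = wells lacking GLD-1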
# Target sequence (Q17339 whole entry, looked up): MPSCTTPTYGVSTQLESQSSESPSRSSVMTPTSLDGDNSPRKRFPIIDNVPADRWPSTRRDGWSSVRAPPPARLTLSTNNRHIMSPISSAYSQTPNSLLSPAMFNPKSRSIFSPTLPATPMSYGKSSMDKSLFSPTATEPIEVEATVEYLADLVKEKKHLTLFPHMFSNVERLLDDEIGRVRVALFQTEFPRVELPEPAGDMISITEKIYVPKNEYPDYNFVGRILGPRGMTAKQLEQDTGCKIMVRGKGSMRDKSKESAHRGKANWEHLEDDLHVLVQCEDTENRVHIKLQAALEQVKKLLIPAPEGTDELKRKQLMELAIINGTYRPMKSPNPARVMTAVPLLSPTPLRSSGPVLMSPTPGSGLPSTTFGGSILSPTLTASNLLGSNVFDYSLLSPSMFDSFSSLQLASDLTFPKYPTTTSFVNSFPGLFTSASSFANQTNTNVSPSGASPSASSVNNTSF
# MCL1 BIM primary = inhibitors of human MCL1 binding to BIM-BH3 peptide; Q07820; GST-MCL1 / FITC-Bim-BH3 fluorescence polarization; inhibition, % at 10.9 µM; actives 0.68% (n = 320,000); AID 2057;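 active means inhibition above the mean inhibition of all tested compounds plus 3 SD, set per campaign, cut at about 40% in these data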;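 further: 0% = DMSO wells and 100% = unlabeled Bim-BH3 peptide control; higher means more loss of mP so more displacement of Bim peptide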
# Target sequence (Q07820 whole entry, looked up): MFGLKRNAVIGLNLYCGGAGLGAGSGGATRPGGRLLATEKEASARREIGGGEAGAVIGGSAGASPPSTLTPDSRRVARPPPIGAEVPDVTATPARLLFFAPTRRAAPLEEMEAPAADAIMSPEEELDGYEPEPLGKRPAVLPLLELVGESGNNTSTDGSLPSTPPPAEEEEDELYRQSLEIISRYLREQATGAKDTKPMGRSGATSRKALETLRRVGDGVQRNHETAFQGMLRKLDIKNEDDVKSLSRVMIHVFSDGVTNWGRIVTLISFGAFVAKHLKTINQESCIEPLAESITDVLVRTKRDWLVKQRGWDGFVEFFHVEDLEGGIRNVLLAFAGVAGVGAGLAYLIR
# EBNA-1 inh = blocks EBNA-1 binding to DNA; EBNA-1 DNA binding, fluorescence polarization; inhibition, % at 14.8 µM; actives 0.34% (n = 300,000); AID 1950; in the data active means inhibition above about 28%
# Yeast superoxide = yeast age-related superoxide inhibition as caloric restriction mimetic | S. cerevisiae aged cells, superoxide DHE fluorescence; hits give low values | actives 0.18% (n = 330,000) | superoxide response (% of plate mean), % at 10 µM | AID 2690;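 active means superoxide response under a set limit, about three screen SD below normal, cut at about 65% in these data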;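 further: yeast aged for seven days with compound at 30 °C before DHE staining; 100% = average MFI of all compound-treated wells on the plate with controls excluded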
# Fam108B inh = Fam108B inhibition, counter-screen for RBBP9 inhibitors; AID 1947; recombinant Fam108B, FP-Rh probe fluorescence polarization; actives 0.33% (n = 300,000); inhibition, % at 9.51 µM;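 active means inhibition above the screen mean inhibition plus 3 SD, computed separately per campaign, cut at about 18% in these data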;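 further: inhibitors lower polarization as less probe binds the enzyme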
# Bcl-xL primary = inhibitors of human Bcl-xL. actives 0.7% (n = 320,000). GST-Bcl-xL / FITC-Bim BH3 peptide fluorescence polarization. inhibition, % at 10.9 µM. Q07817;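 active means inhibition above the mean of all tested compounds plus 3 SD, cutoff set per campaign, cut at about 30% in these data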;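 further: 0% = DMSO wells and 100% = unlabeled Bim-BH3 peptide competitor; inhibitors lower millipolarization by displacing the labeled peptide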
# Target sequence (Q07817 whole entry, looked up): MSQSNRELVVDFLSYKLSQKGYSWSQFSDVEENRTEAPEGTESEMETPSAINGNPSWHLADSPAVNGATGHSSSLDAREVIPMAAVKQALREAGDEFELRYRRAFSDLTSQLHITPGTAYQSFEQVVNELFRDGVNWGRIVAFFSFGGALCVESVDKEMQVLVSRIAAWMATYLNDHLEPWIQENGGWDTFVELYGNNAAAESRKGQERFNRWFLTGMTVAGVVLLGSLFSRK
# Active calls of the source: *.
SMILES,Efflux pump inh,ZTA DNA inh,MEX-5 binding,GLD-1 TGE inh,MCL1 BIM primary,EBNA-1 inh,Yeast superoxide,Fam108B inh,Bcl-xL primary
CN(C)S(=O)(=O)c1ccc(S(=O)(=O)N2CCCC2)cc1,-0.1,0.1,-0.8,-4.0,-4.9,4.7,108.8,1.8,1.6
CS(=O)(=O)N(CC(=O)Nc1ccccc1Cl)c1ccc(Cl)cc1,-0.1,-1.4,1.3,1.1,-7.4,-4.0,77.2,15.9,2.9
CCn1c(COc2ccc(=O)n(-c3ccccc3)n2)nnc1SCC(=O)OC,0.0,18.1,0.1,5.7,-0.6,7.5,121.5,4.9,-0.3
Cc1snc(SCc2c(F)cccc2Cl)c1C#N,-0.2,-4.3,1.1,0.3,14.4,0.4,105.5,-1.3,6.6
COC(=O)c1cc(S(=O)(=O)N2CCN(c3ccc(OC)cc3)CC2)cn1C,0.0,-18.2,2.7,0.6,0.8,-10.4,80.6,4.8,5.1
Cc1c(C(=O)O)cnc2cc(-c3ccc(Cl)cc3)nn12,0.5,-1.1,2.4,-1.3,6.9,2.5,137.7,0.3,4.7
CC(C(=O)Nc1nccs1)c1ccc([N+](=O)[O-])cc1 (stereo not drawn),-0.1,-5.7,0.4,-3.6,9.5,7.4,123.3,3.1,2.4
Nc1cc(C(=O)OCC(=O)NC(c2ccccc2)c2ccccc2)ccc1Cl,0.0,15.8,2.9,-0.1,-4.0,5.8,97.3,-5.9,4.9
CCN(CC)CCn1c(N)cc(=O)[nH]c1=O,-0.1,-4.5,1.5,-3.2,12.6,7.2,89.8,1.6,5.2
Cc1ccc(N2CC(C(=O)NC3CC3)CC2=O)cc1 (stereo not drawn),-0.1,-10.2,-1.4,2.0,1.5,-8.3,96.6,1.0,3.4

# Random excerpt: three records from the list
SMILES,Efflux pump inh,ZTA DNA inh,MEX-5 binding,GLD-1 TGE inh,MCL1 BIM primary,EBNA-1 inh,Yeast superoxide,Fam108B inh,Bcl-xL primary
Cc1ccc(N2CC(C(=O)NC3CC3)CC2=O)cc1 (stereo not drawn),-0.1,-10.2,-1.4,2.0,1.5,-8.3,96.6,1.0,3.4
CC(C(=O)Nc1nccs1)c1ccc([N+](=O)[O-])cc1 (stereo not drawn),-0.1,-5.7,0.4,-3.6,9.5,7.4,123.3,3.1,2.4
Cc1snc(SCc2c(F)cccc2Cl)c1C#N,-0.2,-4.3,1.1,0.3,14.4,0.4,105.5,-1.3,6.6

# Next section:
SMILES,Efflux pump inh,ZTA DNA inh,MEX-5 binding,GLD-1 TGE inh,MCL1 BIM primary,EBNA-1 inh,Yeast superoxide,Fam108B inh,Bcl-xL primary
Cc1cc(C(=O)N2CCN(c3ncccn3)CC2)nn1C,0.0,0.2,0.0,2.3,5.1,-3.2,102.4,1.6,4.8
CC(C)N1CCN(Cc2coc3ccccc3c2=O)CC1CCO (stereo not drawn),0.1,7.5,-0.5,9.0,7.9,5.5,86.0,1.6,1.5
COc1ccc(C(=O)Nc2ccc(C(=O)OCC(=O)c3ccccc3)cc2)cc1,0.3,-6.4,-0.6,7.2,8.0,-7.2,103.8,-26.9,7.3
CSc1nnc(-c2ccco2)n1-c1ccccc1,0.0,2.4,-0.1,1.6,-9.4,-1.7,104.7,-1.9,-5.3
Cc1cccc(NC(=O)c2ccc([N+](=O)[O-])o2)c1C,0.1,1.9,-0.8,8.4,10.7,3.2,119.1,0.6,3.2
O=S(=O)(Nc1nc2ccccc2nc1Cl)c1ccc2ccccc2c1,-0.3,-0.7,3.7,3.5,7.7,4.0,85.9,0.4,8.5
CN(C)Cc1nc2ccccc2c(=O)n1Cc1nc(-c2cccc([N+](=O)[O-])c2)cs1,-0.5,-5.3,1.8,-7.0,9.1,-2.9,92.7,0.3,3.8
Cc1ccc(C(=O)N/C(=C\c2ccco2)C(=O)N2CCOCC2)cc1C,0.6,-17.8,1.8,10.9,22.7,-17.3,99.8,-2.9,17.0
Cn1nc(C(=O)NNC(=O)CCc2ccccc2Cl)c2ccccc2c1=O,0.0,-12.2,-1.2,-1.9,6.1,3.0,84.2,-1.2,3.7
CCCNS(=O)(=O)c1ccc2c(c1)CCCN2C(C)=O,0.1,-14.0,-1.8,2.0,-1.1,10.4,86.3,4.4,1.4
COc1cc(CNc2ccccc2Oc2cc(=O)n(C)c(=O)n2C)cc(OC)c1OC,0.1,-4.7,-3.8,-3.9,1.9,-7.3,116.9,-6.5,3.0
S=c1[nH]c2ccccc2n1CCOc1ccccc1,0.4,4.2,-0.3,2.4,-21.3,-9.8,105.3,-2.8,-27.0
CCCC(CCC(=O)Nc1cc([N+](=O)[O-])ccc1O)C(=O)O (stereo not drawn),-0.2,-5.3,-5.7,2.5,5.8,7.7,106.6,0.8,9.5
Cc1ccc(CSCC(=O)N/N=C/c2ccc(OCC(=O)Nc3ccc(C)cc3)cc2)cc1,-0.1,-0.1,-4.1,-3.7,-30.1,-1.3,106.0,-7.7,-26.2
CC(C)Sc1nc2c(c(=O)n(C)c(=O)n2C)n1Cc1ccc(Cl)cc1,0.0,-4.1,-0.3,-1.2,5.7,-4.0,104.2,5.6,6.0
O=C(/C=C/c1ccco1)Nc1ccccc1N1CCCC1,0.0,-6.0,-4.1,2.3,14.7,8.4,102.1,2.2,5.2
CC(=O)C1=C(O)CC(c2ccccc2)CC1=NCCc1ccccc1 (stereo not drawn),0.1,-9.9,2.9,-2.4,-6.2,-18.3,104.3,2.2,0.2
COC(=O)[C@@H]1C[C@@]2(O)[C@H](O)[C@H](O)[C@H](O)C[C@H]2N1C/C=C/c1ccccc1,0.2,-26.0,1.0,0.8,10.2,9.3,89.5,0.6,8.1
COc1ccc(NC(=O)NNC(=O)c2ccc(-c3ccccc3)cc2)cc1,-0.3,13.7,-0.8,0.0,6.0,22.3,100.3,-8.5,2.7
CC(C)C(NS(=O)(=O)c1cccc2nsnc12)C(=O)NCCC1=CCCCC1 (stereo not drawn),-0.7,-3.7,0.7,-3.3,-4.4,7.3,96.1,0.9,2.1

# 3 entries from above, sorted by the value under MEX-5 binding, largest number first:
SMILES | MEX-5 binding
CN(C)Cc1nc2ccccc2c(=O)n1Cc1nc(-c2cccc([N+](=O)[O-])c2)cs1 | 1.8
CC(C)C(NS(=O)(=O)c1cccc2nsnc12)C(=O)NCCC1=CCCCC1 (stereo not drawn) | 0.7
CCCNS(=O)(=O)c1ccc2c(c1)CCCN2C(C)=O | -1.8

# New compounds follow.
SMILES,Efflux pump inh,ZTA DNA inh,MEX-5 binding,GLD-1 TGE inh,MCL1 BIM primary,EBNA-1 inh,Yeast superoxide,Fam108B inh,Bcl-xL primary
CC(C)c1ccc(S(=O)(=O)N2CCC3(CC2)OCCO3)cc1,-0.1,-4.2,0.5,6.5,-1.7,9.6,111.5,1.6,2.5
O=C(O)CCC(=O)N1CN2CN(C(=O)CCC(=O)O)CC([N+](=O)[O-])(C2)C1,-0.1,11.8,0.6,-8.6,4.3,1.0,87.2,0.5,5.7
O=C(NCC(c1ccco1)N1CCN(c2ccc(F)cc2)CC1)OCc1ccccc1 (stereo not drawn),0.4,-31.5,4.3,-2.1,-9.2,-6.9,115.7,-7.2,1.1
CCOc1cc2c(cc1OC)C(c1cccc([N+](=O)[O-])c1)NCC2 (stereo not drawn),0.2,5.5,0.7,-2.3,-2.5,-1.3,93.5,-4.8,3.3
Nc1ccc(-c2nc3ncccc3o2)cc1,0.0,-9.1,-1.3,3.0,-0.9,-4.0,123.8,-1.9,-1.1
Cc1ccc(-c2nc(N)c3c(-c4ccc(C)cc4)nn(C(C)(C)C)c3n2)cc1,0.3,-2.8,2.2,3.2,-3.0,7.4,109.8,4.4,-0.1
COc1ccc(Nc2ncnc3ccccc23)cc1,0.0,-0.4,2.9,-0.7,2.3,4.3,93.1,-1.1,3.2
O=C(O)C1C2CC3C(OC(=O)C31)C2Cl (stereo not drawn),6.5*,-14.6,-0.8,2.7,7.2,7.0,109.1,-3.0,5.0
CCOC(=O)c1c(C)[nH]c(N=Nc2ccccc2C)c1C,0.0,9.7,-2.4,6.9,2.7,3.4,112.5,3.0,4.9
COc1ccccc1CNC(=O)COC(=O)c1cccc(S(=O)(=O)N2CCCC2)c1,0.0,-1.4,0.5,3.0,-4.2,0.9,103.6,1.4,-5.0
O=C(c1ccco1)N(Cc1ccc(Cl)cc1)C1CCS(=O)(=O)C1 (stereo not drawn),0.1,-5.8,4.9,8.6,4.4,-20.7,95.9,0.0,4.1
O=C(Cn1cncn1)c1ccc(F)cc1F,0.6,14.1,-0.3,-4.2,2.0,-8.7,92.3,4.5,-1.1
CCCCOC(=O)c1ccc(NC(=O)c2cnccn2)cc1,0.0,8.6,-4.5,3.5,3.5,-5.0,97.0,1.1,9.1
Cn1c(CNC(=O)c2ccco2)nnc1SCC(=O)N1CCN(c2ccccc2F)CC1,-0.1,8.6,-1.5,-3.4,1.1,-18.5,104.3,-3.4,-4.0
Cc1nc(NC(=O)CSc2nnnn2C)sc1C,-0.1,-5.0,-0.4,-0.1,0.2,2.5,94.1,-3.9,1.6
COc1ccc(CCCc2nnc(SCC(=O)Nc3ccc(C)c(C)c3)o2)cc1,0.3,-1.9,0.9,15.8,-16.6,-14.5,117.8,-2.5,-10.3
CCc1nc2c(cnn2-c2ccc(Cl)cc2)c(=O)n1-c1ccc2c(c1)OCCO2,0.0,-3.5,-0.4,1.6,-3.3,-11.0,125.3,-1.7,3.8
CCOc1ccc(C(=O)Oc2cc(C)[nH]c(=O)c2[N+](=O)[O-])cc1,-0.3,9.3,-2.3,3.4,14.3,6.6,98.3,2.4,15.8
Cc1ccc(-c2csc3ncnc(Sc4nnc(CN5CCCCCC5=O)o4)c23)cc1,0.0,4.2,-0.6,3.8,1.0,-1.0,102.5,1.3,4.2
Cc1noc(C)c1C(=O)Nc1nccs1,0.4,-2.4,0.6,6.3,-4.5,10.8,95.6,-2.3,-1.7
CC1CCN(c2ccccc2N)CC1,0.0,-13.6,1.0,0.3,-0.8,-5.5,94.4,0.3,3.3
O=C(COC(=O)c1ccccc1SCC(=O)NC1CCCCC1)NC1CCCCC1,-0.1,10.7,2.4,5.2,2.3,17.0,97.3,1.0,3.7
CCN(CC)C(=O)c1sc(NC(=O)C(Sc2ccccc2)c2ccccc2)c(C(=O)OC(C)C)c1C (stereo not drawn),0.1,1.1,3.7,4.2,6.4,4.8,106.7,4.5,4.7
CCC1=C(OC(=O)N(CC)CC)N2C(=O)OC(=NCCc3c[nH]c4ccccc34)[C@]2(C)[C@H]2C1=CC[C@H]1C(=O)NC(=O)[C@H]12,-0.1,-12.1,-1.0,-3.0,2.1,-4.9,99.7,2.7,5.5
Cc1nc2cc(NC(=O)CS(=O)(=O)c3ccccc3)ccc2s1,0.7,-6.3,3.2,7.3,-1.4,2.4,142.2,1.6,-2.7
CC1(C)Cc2c(sc(NC(=O)c3ccco3)c2C#N)CO1,0.1,9.9,0.4,9.3,3.1,-10.3,106.6,-3.9,-0.9
Cc1ccc(OCC(=O)OCC(=O)c2ccccc2)cc1C,-0.1,-2.7,0.3,2.4,-1.9,2.8,97.8,0.9,0.2
Cc1cccc(-n2cnc(C(=O)N/N=C\c3ccc(Br)cc3)c2)n1,-0.1,-10.8,0.2,2.1,-8.5,-5.7,100.5,-1.1,1.9
Cc1ccc(C(C)C)c(OCC(O)CN2CC(C)OC(C)C2)c1 (stereo not drawn),0.1,-7.5,-0.2,5.4,3.0,-5.6,86.9,3.3,5.3
CCOC(=O)c1ccc(NC(=O)N2CCN(c3cccc(OC)c3)CC2)cc1,0.1,-0.1,-4.2,2.7,-0.9,-9.2,103.5,-2.1,2.5
O=C(CN1CCN(c2ccccc2F)CC1)NCc1ccccc1,0.1,-21.8,1.6,4.0,7.7,-8.5,97.0,-3.5,2.9

# Bioassay records (PubChem BioAssay)
